KDM5B inhibitor – blocks human KDM5B histone demethylase activity; KDM5B demethylase, FDH-coupled NADH fluorescence (FDH is formaldehyde dehydrogenase); Potency, µM (doses to about 57.7 µM), for inactives: top-dose activity change, negative = inhibition, usual class: inhibitors; hit rate 2.6% among 220,000; Q9UGL1; active means well fitted inhibition curve with a large enough effect; inconclusive means small, poorly fitted or top-dose-only effect; inactive means no such curve, though single readings can be large or run the other way; further: 0% is about no effect; nearly all actives have a fitted effect of over 70% in size
Target sequence (Q9UGL1 whole entry, looked up): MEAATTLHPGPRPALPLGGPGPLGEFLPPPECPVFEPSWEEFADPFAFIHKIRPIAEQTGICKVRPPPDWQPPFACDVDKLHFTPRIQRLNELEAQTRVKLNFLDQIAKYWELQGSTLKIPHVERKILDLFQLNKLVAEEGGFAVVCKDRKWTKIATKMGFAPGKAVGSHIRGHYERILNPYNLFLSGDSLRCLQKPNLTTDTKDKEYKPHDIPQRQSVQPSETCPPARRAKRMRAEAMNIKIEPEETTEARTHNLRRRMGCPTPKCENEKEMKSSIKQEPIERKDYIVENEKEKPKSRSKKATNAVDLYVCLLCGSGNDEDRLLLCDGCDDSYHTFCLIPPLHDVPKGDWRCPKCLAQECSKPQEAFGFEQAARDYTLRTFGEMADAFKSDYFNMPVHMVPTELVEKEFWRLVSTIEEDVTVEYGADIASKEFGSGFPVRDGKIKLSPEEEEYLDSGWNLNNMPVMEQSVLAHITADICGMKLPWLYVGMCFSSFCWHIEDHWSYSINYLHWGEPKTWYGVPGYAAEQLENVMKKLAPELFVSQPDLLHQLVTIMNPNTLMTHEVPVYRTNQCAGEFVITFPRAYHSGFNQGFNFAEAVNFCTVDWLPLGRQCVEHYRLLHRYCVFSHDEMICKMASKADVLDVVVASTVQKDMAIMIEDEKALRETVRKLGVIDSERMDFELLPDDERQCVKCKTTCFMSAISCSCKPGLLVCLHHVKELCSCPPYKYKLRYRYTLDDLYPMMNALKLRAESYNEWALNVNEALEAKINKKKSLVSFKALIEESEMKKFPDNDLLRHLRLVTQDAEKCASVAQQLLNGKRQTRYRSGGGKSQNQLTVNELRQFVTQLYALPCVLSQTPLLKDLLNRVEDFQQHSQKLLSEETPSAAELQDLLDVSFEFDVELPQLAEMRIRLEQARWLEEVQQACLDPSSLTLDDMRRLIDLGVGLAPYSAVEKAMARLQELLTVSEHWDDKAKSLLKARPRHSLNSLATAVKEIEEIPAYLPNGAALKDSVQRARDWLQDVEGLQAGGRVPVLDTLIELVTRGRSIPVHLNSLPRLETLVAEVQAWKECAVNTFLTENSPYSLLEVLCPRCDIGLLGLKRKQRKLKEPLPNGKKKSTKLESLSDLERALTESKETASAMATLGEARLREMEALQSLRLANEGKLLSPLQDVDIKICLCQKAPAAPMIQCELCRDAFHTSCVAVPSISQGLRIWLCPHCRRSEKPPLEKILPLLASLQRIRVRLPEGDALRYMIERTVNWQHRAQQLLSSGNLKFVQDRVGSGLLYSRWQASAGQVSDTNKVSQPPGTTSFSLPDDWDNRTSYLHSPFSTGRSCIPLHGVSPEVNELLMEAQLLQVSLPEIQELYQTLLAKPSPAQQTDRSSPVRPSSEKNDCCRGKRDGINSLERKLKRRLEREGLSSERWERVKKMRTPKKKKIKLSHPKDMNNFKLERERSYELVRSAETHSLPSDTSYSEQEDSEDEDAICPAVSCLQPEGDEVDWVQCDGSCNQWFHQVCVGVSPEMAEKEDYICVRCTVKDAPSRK
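qHTS format, multiple compound concentrations. Buffer 50 mM HEPES pH 7.5/0.01% Tween-20; 200 nM KDM5BΔAP final; 10 min compound preincubation; substrate-mix levels 12.5 µM peptide, 25 µM α-KG, 0.25 mM NAD⁺; 30 min RT; ΔRFU.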
Numbers without * were called inactive; i = inactive; ? = inconclusive; & = joins results of further samples; [ ] = another dose, or the depositor's remark. Potency means the concentration at half of the fitted maximal effect. Some of the compounds tested; rates above refer to the full screens.

molecule | KDM5B inhibitor
CCC(NC(=O)c1ccc[n+]([O-])c1)c1ccc(C)cc1 (configuration not stated) | -14%
COc1ccccc1-c1cnc(NC(=O)c2cccnc2)c2c1CCO2 | ?
COc1ccccc1-c1nc(COC(=O)C2=CN(Cc3ccccc3)S(=O)(=O)N=C2C)no1 | -20%
O=C(Cc1cccs1)N1CC2CC(C1)[C@H]1CCCC(=O)N1C2 (some centres not stated) | -12%
CCc1ccc(/C=C2\Cc3ccccc3C2=O)cc1 | -11%
Cc1ccc(NC(=O)CN(C)S(=O)(=O)c2ccc3c(c2)n(C)c(=O)c(=O)n3C)c(C)c1 | -18%
CC(C)c1cccc(C(C)C)c1NC(=O)/C=C/c1cccc(F)c1 | 20%
COc1ccccc1N1CCN(C(=O)c2ccc(Cl)c(S(=O)(=O)N3CCOCC3)c2)CC1 | -18%
COc1ccc(CCNC(=O)Cn2cc(C(=O)c3ccc(Cl)cc3)c(=O)c3ccc(C)nc32)cc1OC | 4%
CC(C)(C)c1ccccc1NC(=O)c1ccc(F)cc1F | 14%
COC1CN(c2ccc(C)cc2)C12CCN(C(=O)Cc1cccc(F)c1)CC2 (configuration not stated) | -5%
C[C@]1(O)CCN(C(=O)Cc2ccc3c(c2)OCO3)C[C@@H]1O | -7%
O=C1c2ccccc2CN1C1CCN([S+](=O)([O-])c2cccc(C(F)(F)F)c2)CC1 | 13%[115 µM]
CC(=O)NC(C)C(=O)Nc1ccc(SC2CCCC2)cc1 (configuration not stated) | 26%
N#C/C(=C/c1cccc(OCc2cccc(C#N)c2)c1)c1ccc(C(F)(F)F)cn1 | -16%
COc1ccc(C(=O)N2CCCCCCNC(=O)[C@@H]3C[C@@H](c4nc(C(C)C)no4)C[C@@H]32)cn1 | -30%
COc1ccc(CNC(=O)N2CCC(Cc3ncc(C)n3C(C)C)C2)cc1 (configuration not stated) | 7%
CN(Cc1ccccc1C(F)(F)F)Cc1ccnn1C | -12%[86.2 µM]
Cc1nc(CC(=O)Nc2ccc(C)c(C)c2)cs1 | -14%
C/C(=N\Nc1cc(C)nc(NCc2ccccc2)n1)c1ccncc1 | 19%
O=C(N1CCCC(n2cc(-c3nc(-c4ccccc4)no3)nn2)C1)C1(c2ccccc2)CC1 (configuration not stated) | -20%
CCOC(=O)Cn1c(CN2CCN(c3ccccc3F)CC2)nc2c1c(=O)n(C)c(=O)n2C | 11%
Cc1ccc(N(C)C(=O)CCNC(=O)Cn2cnc3ccccc3c2=O)cc1C | 13%
Cc1cccc(NC(=O)CN2C(=O)NC3(CCC(C)CC3)C2=O)c1C (configuration not stated) | -13%
COCCNC(=O)C1Cn2cccc2C(=O)N1Cc1ccccc1 (configuration not stated) | -11%
COc1cccc(N2CCN(C(=O)CCc3conc3-c3ccccc3)CC2)c1 | -21%
Cc1[nH]c2ccc(C(=O)N3CCN(Cc4ccccc4)CC3)cc2c1C | 14%&14%
O=C1c2ccccc2S(=O)(=O)N1Cc1nc(-c2cc(F)ccc2F)cs1 | 4%
CN(CCOc1ccccc1F)C(=O)c1cnc2ccccc2n1 | 9%
COc1cc(OC)cc(C2Nc3ccccc3C(=O)N2C2CC2)c1 (configuration not stated) | ?
Cc1cc(NC(=O)CCC(=O)N(Cc2ccco2)C2(C(=O)NC3CCCCC3)CCCC(C)C2)no1 (configuration not stated) | 18%
COc1ccc(-c2cc(C(=O)Nc3c(C(=O)c4ccc(C)c(F)c4)oc4ccccc34)no2)cc1 | -2%
CCC(C)N1CCN(C(=O)CCc2ccc3c(c2)CN(C(=O)NC(C)C)CCO3)CC1 (configuration not stated) | ?
O=C(CSc1nnc2n(-c3ccccc3)c(=O)c3ccccc3n12)Nc1ccc(Cl)cc1 | -13%
CC1CC2(CCCCCC2)Nc2ccc(F)cc21 (configuration not stated) | -22%
COCCCNC(=O)c1cc(C)nc2ccc(C)cc12 | ?
CCS(=O)(=O)c1c(Nc2ccc(F)c(Cl)c2)sc(C(=O)c2ccccc2)c1N | ?
Cc1nc(N2CCC(NC(=O)c3cnccn3)CC2)cc(C(F)(F)F)n1 | 4%
COc1ccccc1C(=O)Nc1cccc(OCc2cc(=O)n3c(C)csc3n2)c1 | 2%
O=C1Nc2ccc(-c3ccccc3)cc2C(=O)N2CCN(C(=O)NC3CCCCC3)C[C@H]12 | -4%[86.2 µM]

No new results follow: an excerpt of the list.
molecule | KDM5B inhibitor
O=C(N1CCCC(n2cc(-c3nc(-c4ccccc4)no3)nn2)C1)C1(c2ccccc2)CC1 (configuration not stated) | -20%
CCOC(=O)Cn1c(CN2CCN(c3ccccc3F)CC2)nc2c1c(=O)n(C)c(=O)n2C | 11%
Cc1ccc(N(C)C(=O)CCNC(=O)Cn2cnc3ccccc3c2=O)cc1C | 13%
Cc1cccc(NC(=O)CN2C(=O)NC3(CCC(C)CC3)C2=O)c1C (configuration not stated) | -13%
COCCNC(=O)C1Cn2cccc2C(=O)N1Cc1ccccc1 (configuration not stated) | -11%

Continued.
molecule | KDM5B inhibitor
NC(=O)NC(=O)CN1C(=O)NC(c2ccccc2)(c2ccccc2)C1=O | 11%
COc1ccc(CNC(=O)C[C@@H]2CCNC[C@@H]2Cc2cc(-c3ccccc3)on2)cc1OC | -24%
O=C(Nc1c(N2CCCC2)c2ccccc2oc1=O)c1ccccc1 | 19%
CCOc1ccc(NC(=O)CCn2ccn3nc4c(c3c2=O)CCCC4)cc1 | 3%
COc1ccc(S(=O)(=O)NC(C)C(=O)NCc2ccncc2)cc1OC (configuration not stated) | -3%
COc1cccc(OCCCOc2ccccc2/C=N/NC(=O)c2cccc(Cl)c2)c1 | 15%
CCOC(=O)c1ccc(N2C(=O)c3[nH]nc(-c4ccc(OCC)cc4)c3C2c2cccs2)cc1 (configuration not stated) | 69%[activator]
O=C(NC[C@H]1O[C@@H](CC(=O)N2CCN(c3ccc(F)cc3)CC2)[C@H](O)[C@@H]1O)C1CC1 | ?
O=C(Nc1ccc(Cl)cc1C(F)(F)F)c1cc(S(=O)(=O)NCc2ccccc2)ccc1F | ?
CC(C)N1CCC(C(=O)NC(CCn2ccnc2)c2ccccc2)CC1 (configuration not stated) | 50%[activator]
O=C1NCCCCCN(C(=O)CC2CCCCC2)[C@H]2CCCC[C@@H]12 | 14%
COc1ccc(COCC(O)CSc2nncs2)cc1OC (configuration not stated) | 29%
Cc1cn2nc(C(=O)NC(C)c3ccccc3)cc2c(N2CCSCC2)n1 (configuration not stated) | ?
CCc1ccc(NC(=O)CSc2nc3ccccc3o2)cc1 | 14%
CC(C)(C)OC(=O)NC(Cc1ccccc1)C(=O)Nc1ccccc1 (configuration not stated) | -11%
O=C(CSc1nc(-c2ccccc2)no1)N1CCN(c2ccccc2F)CC1 | -22%
O=C(NC1CCCCC1)C1(c2cccc(Cl)c2)CCC1 | -5%
COc1ccc(-c2ccnc(N[C@H]3CO[C@H]4[C@@H]3OC[C@@H]4NC(=O)Nc3cccc(C(F)(F)F)c3)n2)cc1 | ?
COc1ccc(CNC(=O)Cn2nc(C)c3nn(-c4ccc(Cl)cc4)c(C)c3c2=O)cc1 | -7%
CC(C)c1nnc(NC(=O)C2CC(=O)N(c3n[nH]c4cccc(F)c34)C2)s1 (configuration not stated) | 72%[activator]

Three entries out of the list above, arranged by their value in KDM5B inhibitor, ascending:
molecule,KDM5B inhibitor
O=C(CSc1nc(-c2ccccc2)no1)N1CCN(c2ccccc2F)CC1,-22%
NC(=O)NC(=O)CN1C(=O)NC(c2ccccc2)(c2ccccc2)C1=O,11%
O=C(Nc1c(N2CCCC2)c2ccccc2oc1=O)c1ccccc1,19%

Other entries follow.
molecule | KDM5B inhibitor
CN(Cc1ccccc1)C1CCOC2(CCN(S(=O)(=O)c3ccc(F)cc3)CC2)C1 (configuration not stated) | 11%
COc1ccccc1CNC(=O)c1ccc2c(c1)sc1nc(-c3ccc(F)cc3)cn12 | ?
COC(=O)COc1ccc2c(=O)c(-c3ccccc3)c(C)oc2c1 | 16%
CC(C)Oc1ccccc1C(C)NC(=O)Cc1c[nH]c2ccccc12 (configuration not stated) | 6%
COc1ccc(N2C(=O)c3cc4occc4n3CC2(C)C(=O)NC2CCCCCC2)cc1OC (configuration not stated) | 7%
N#Cc1ccccc1S(=O)(=O)N1CCC(Oc2ccc(-n3cnnn3)cc2)CC1 | -5%
NS(=O)(=O)c1ccc(NC(=O)CSc2ccc3ccccc3n2)cc1 | 3%
C[C@H]1[C@@H]2[C@@H](O)C([C@H](C)C(=O)NCc3cccs3)CC[C@@]2(C)CC[C@@H]1NC(=O)Cc1ccccc1 (some centres not stated) | -5%
CN(C(=O)CSc1nnc(-c2ccncc2)n1C)C1CCS(=O)(=O)C1 (configuration not stated) | 14%
COc1ccc(Oc2c(C)oc3cc(OCC(N)=O)ccc3c2=O)cc1 | -3%
COc1ccc(CN2C(=O)CO[C@H](c3ccc(NC(=O)c4cccs4)cc3)[C@H]2CO)cc1 | -3%
COc1ccc(C)cc1NC(=O)c1nnn(Cc2cccc(Br)c2)c1N | ?
CCN1CCN(C(=O)c2ccc3c(c2)N(Cc2ccccc2)C(=O)c2ccccc2S3=O)CC1 (configuration not stated) | -41%
Cc1cccc(N2CCN(C(=O)CCc3conc3-c3ccccc3)CC2)c1C | -12%
Cc1ccsc1CN1CC(Oc2ccccc2C(=O)NC2CC2)C1 | -2%
Cc1cc2nc3ccc(N(C)C)cc3nc2cc1N | -7%
CC(Oc1ccc(Cl)cc1)C(=O)NC(C)c1ccc2ccccc2c1 (configuration not stated) | -10%
CNC(=O)c1cccc(-c2cnc(Nc3cccnc3OC)c3c2CCO3)c1 | 35µM*
Cc1ccc2nc(C)c(C(=O)/C=C/c3ccccc3)c(-c3ccccc3)c2c1 | -5%
O=C(Nc1ccccc1Cl)c1cc2c(-c3ccccc3)nn(-c3ccccc3)c2s1 | -20%

Part of the list above, reformatted:
KDM5B inhibitor	Compound
-3%	COc1ccc(CN2C(=O)CO[C@H](c3ccc(NC(=O)c4cccs4)cc3)[C@H]2CO)cc1
?	COc1ccc(C)cc1NC(=O)c1nnn(Cc2cccc(Br)c2)c1N

Carrying on.
molecule | KDM5B inhibitor
O=C1CCCc2cc(S(=O)(=O)N3CCC(C(=O)N4CCOCC4)CC3)ccc2N1 | -1%
CCc1ccc(CNC(=O)c2cc3n(n2)CC(c2ccc4c(c2)OCO4)OC3)cc1 (configuration not stated) | 25µM*
Cc1noc(-c2nc(-c3ccncc3)no2)n1 | 24%
COc1ccc(OC)c(NC(=O)CN(C)S(=O)(=O)c2ccc3[nH]c4c(c3c2)CCCC4)c1 | ?
O=C(Nc1ccc(S(=O)(=O)Nc2cnc3ccccc3n2)cc1)c1ccc(Oc2ccccc2)cc1 | 22%
CCN(CC)C(=O)[C@@H]1CCC[C@@H](NCc2ccc(F)cc2)CN(C)C(=O)C1 | 18%[86.2 µM]
CC(C)N1CC[C@H](c2nc3ccc(C(F)(F)F)cc3[nH]2)C1 | ?
CCOc1cc(CNC(=O)c2ncoc2-c2ccc(C)s2)cc(OCC)c1OCC | ?
Cc1[nH]c2ccccc2c1C1c2ccccc2C(=O)N1CC(=O)NCC(N)=O (configuration not stated) | 17%
O=C(CN1C(=O)NC2(CCCCCC2)C1=O)N1CCN(c2ccc(F)cc2)CC1 | 29%
O=C(Cn1ccc2ccc(F)cc21)Nc1ccc(CCO)cc1 | 21%
Cc1cc(C(=O)N2CCCC(C(=O)Nc3cccc(-c4cc5ccccc5[nH]4)c3)C2)nn1C (configuration not stated) | 32µM*
COC(=O)CCN(c1ccccc1)S(=O)(=O)c1cc(-c2cc(C)no2)ccc1OC | -20%
Cc1cccc(OCc2nc3c(C)cccc3[nH]2)c1 | 9%
COc1ccc(S(=O)(=O)n2nc(C)c(S(=O)(=O)N3CCCCC3)c2C)cc1 | ?
COC(=O)[C@@H]1Cc2c([nH]c3ccccc23)[C@H]2C[C@@H](NC(C)C)C[C@@H](c3ccc(C)cc3)N21 | 28µM*
CC(Sc1nnnn1C1CCCC1)C(=O)c1c[nH]c2ccccc12 (configuration not stated) | 4%
COC(=O)[C@H](NC(=O)[C@@H]1C[C@H](NC(=O)NC2CCCCC2)CN1C(=O)CSC)C(C)C | 21%
COc1ccccc1-c1c(NC(=O)c2ccco2)n(C)c2ccccc2c1=O | 25%
O=C(Nc1ccc(S(=O)(=O)N2CCC(Cc3ccccc3)CC2)cc1)C1=COCCO1 | -24%
COC(=O)[C@H](NC(=O)[C@@H]1[C@@H](NC(=O)Nc2ccc(F)cc2F)CCN1C(=O)CSC)C(C)C | -1%
COc1ccccc1CCNC(=O)C(=O)NCC(c1ccco1)S(=O)(=O)c1cccs1 (configuration not stated) | -8%
COCCCNc1oc(-c2ccc(C)cc2)nc1C#N | i
CC(CN1CCOCC1)OC(=O)c1ccccc1 (configuration not stated) | -8%
N#Cc1cccc(NC(=O)Cn2nc3n(c2=O)CCCC3)c1 | 3%
Cc1nc(CC2CCN(C(=O)CCc3cc4n(n3)CCCNC4)CC2)no1 | ?
Cc1ccc(-c2ccc(=O)n(C(C)C(=O)Nc3ccccc3Cl)n2)cc1C (configuration not stated) | -12%
COC(=O)c1sc2nc(CSc3ccc(Br)cc3)[nH]c(=O)c2c1C | -4%
Cc1nc(C(=O)O)c(C(=O)O)nc1C | ?
COc1ccc(N(CC(=O)NCCc2ccccc2)S(=O)(=O)c2ccc(OC)c(OC)c2)cc1 | -9%
CCN1CCN(C(=O)C2CCCN(Cc3ccncc3)CCC(=O)NCC2)CC1 (configuration not stated) | ?

Screening results deposited in PubChem by National Center for Advancing Translational Sciences (NCATS).
